GPR55 LPI antagonism – inhibition of LPI-stimulated GPR55 beta-arrestin translocation – imaging, U2OS, beta-arrestin-GFP, LPI agonist, primary screen (AID 2013). U2OS GPR55 beta-arrestin-GFP translocation imaging, LPI antagonism; higher % means a stronger effect. inhibition, % at 10 µM; hits with a dose series show IC50 in µM. 290,000 compounds, 0.13% hits;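 active = spots per cell inhibited over 60%, with over 100 cells counted and total cytoplasm intensity under 500,000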;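 also: U2OS cells stably carrying GPR55 and arrestin-GFP stimulated by 5 µM LPI near EC80; imaged beta-arrestin-GFP aggregate spots per cell after agonist stimulation; plate controls were LPI-stimulated DMSO wells for no effect and DMSO wells without LPI for full effect; some results filed as inactive read as strong as hits; confirmed hits need IC50 under 10 µM and bright autofluorescent wells are also inconclusive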
Myeloid diff MLP – compounds promoting myeloid differentiation | ER-HoxA9 myeloid progenitors, lysozyme-GFP differentiation, flow cytometry | calls only at 10 µM | 360,000 compounds, 1% hits;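 active = normalized GFP-positive differentiation at or above the plate's own cutoff, the solvent-only control mean plus 3 SD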;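 also: cells exposed to compound for four days before flow analysis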
NTR1 ag – agonists of NTR1, primary screen, imaging, U2OS cells, beta-arrestin-GFP, high content (AID 493036); P30989; NTR1-U2OS beta-arrestin-GFP spot imaging, agonist mode; activation, % at 20 µM; 330,000 compounds, 0.17% hits;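 active = activation at or above 40% of the spot to cytoplasm intensity ratio, with at least 20 cells analyzed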;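 also: 0% = DMSO without peptide and 100% = 100 nM NTR1 peptide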
Target sequence (P30989 whole entry, looked up): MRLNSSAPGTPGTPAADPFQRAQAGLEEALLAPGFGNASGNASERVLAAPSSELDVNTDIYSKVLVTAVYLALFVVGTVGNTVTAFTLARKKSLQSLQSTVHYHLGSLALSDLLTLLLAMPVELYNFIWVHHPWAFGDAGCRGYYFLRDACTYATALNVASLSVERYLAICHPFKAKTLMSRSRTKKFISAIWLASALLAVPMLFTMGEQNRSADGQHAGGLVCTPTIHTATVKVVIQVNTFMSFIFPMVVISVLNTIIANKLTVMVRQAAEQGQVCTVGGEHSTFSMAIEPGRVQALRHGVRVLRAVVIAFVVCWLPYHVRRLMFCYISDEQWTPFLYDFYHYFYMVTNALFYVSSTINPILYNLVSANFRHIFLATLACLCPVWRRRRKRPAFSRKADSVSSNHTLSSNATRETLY
KOR beta-arrestin-1 – kappa opioid receptor activators – cell-based, luminescence, uHTS, primary screen (AID 1777). KOR beta-arrestin recruitment, luminescence; higher % means a stronger effect. one-dose activation, % at 10 µM; EC50 in µM for titrated hits. 280,000 compounds, 0.02% hits; in the data active = activation above about 50%, passing the limit was not always enough; also: a part of the inactive calls stands beside numbers as strong as those of hits
NOD1 inhibition – NOD1 signaling inhibitors, primary screen, cell-based, luminescence, uHTS (AID 1578) | NOD1-driven NF-kB luciferase reporter cells, luminescence; higher % means a stronger effect | inhibition, % at 4 µM, or EC50 in µM where a hit was titrated | 290,000 compounds, 1% hits; in the data active = inhibition mostly above about 36%, no sharp cut-off; inactive = mostly below about 34%;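 also: HEK-293T reporter cells stimulated with the NOD1 agonist gamma-tri-DAP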
GPR55 beta-arrestin – GPR55 agonists via beta-arrestin recruitment, primary screen, imaging, U2OS cells, beta-arrestin-GFP redistribution (AID 1961). 290,000 compounds, 0.048% hits. U2OS GPR55 beta-arrestin-GFP redistribution imaging; higher % means a stronger effect. one-dose activation, % at 10 µM; EC50 in µM for titrated hits;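 active = activation above 40% with more than 50 cells counted in the well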;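 also: U2OS osteosarcoma cells stably expressing GPR55 and beta-arrestin-GFP; plate controls were DMSO negative control for no effect and LPI positive control for full effect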
NOD2 inhibition – NOD2 signaling inhibitors, cell-based, luminescence, uHTS, HEK293 (AID 1566) | 290,000 compounds, 0.63% hits | one-dose inhibition, % at 4 µM; EC50 in µM for titrated hits | HEK293 NOD2/NF-kB luciferase reporter, luminescence; higher % means a stronger effect; also: many of its hits are not listed in these tables
KOR beta-arrestin-2 – KOR antagonists, beta-arrestin recruitment, cell-based, luminescence, uHTS (AID 1778) | one-dose inhibition, % at 10 µM; IC50 in µM for titrated hits | KOR beta-arrestin recruitment, luminescence, antagonist mode; higher % means a stronger effect | 290,000 compounds, 0.091% hits; also: strong numbers were not always called active
T cell modulator – T cell immune modulators affecting CD8 T cell-vesicle binding; 2C CD8+ T cell-vesicle binding, flow cytometry; stronger effect = lower value; calls only at 7 µM; 330,000 compounds, 0.068% hits; AID 2052;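 active = response, share of CD8 T cells binding vesicles, and their 90th percentile fluorescence all below set limits, cut at about 80% in these data, passing the limit was not always enough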
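Read-out – percent CD8+ FL2 mean versus row control · System – murine 2C transgenic CD8+ T lymphocytes · Times – 1.5 h cell–vesicle binding at 37 °C, then 20 min icy labelling · Control set – naked vesicles low, QL9 vesicles with vehicle high · Detection – cytometric PE anti-B7-1 and Alexa647 anti-CD8 signals after 1% paraformaldehyde fixation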
T cell modulator vesicle-bound % – also measured in T cell modulator; calls as there; double positive events, %; measured here: CD8+ vesicle-bound cell fraction;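 binding gate set so that unloaded-vesicle control wells show 10% double positive cells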
NTR1 ag cell count 20 µM – recorded beside NTR1 ag, whose call it bears; cell count; measured here: cell count, cytotoxicity flag
Myeloid diff MLP GFP+ MAC1+ % – second read-out of Myeloid diff MLP, no call of its own (marks repeat the call); GFP+ MAC1+ double positive, %; measured here: differentiation confirmed by MAC1 staining
An asterisk follows results filed as active; [ ] = remark or other dose. Rule as the data show it, unless noted: active = inhibition above about 50%; inactive = the rest. These rows are one share of the data (hit frequency here may not be typical).

Screening Nc1ccc(Br)c2cccnc12 returned GPR55 LPI antagonism 8%, Myeloid diff MLP inactive, NTR1 ag 5.4, KOR beta-arrestin-1 6.0%, NOD1 inhibition -22%, GPR55 beta-arrestin 0.0%, NOD2 inhibition 16%, KOR beta-arrestin-2 -41%[20 µM], T cell modulator inactive, T cell modulator vesicle-bound % 44, NTR1 ag cell count 20 µM 59 and Myeloid diff MLP GFP+ MAC1+ % 0.2.
For Cc1ccnc(NC(=O)CS(=O)(=O)Cc2ccccc2)c1 the results were GPR55 LPI antagonism -1%, Myeloid diff MLP inactive, NTR1 ag 3.3, KOR beta-arrestin-1 4.1%, NOD1 inhibition -23%, GPR55 beta-arrestin -0.1%, NOD2 inhibition -7%, KOR beta-arrestin-2 18%, T cell modulator inactive, T cell modulator vesicle-bound % 13, NTR1 ag cell count 20 µM 64 and Myeloid diff MLP GFP+ MAC1+ % 0.4.
Screening CC(C)Cn1cc(C(=O)NCC2CCCO2)c2c3ccccc3n(C)c2c1=O (configuration not stated) returned GPR55 LPI antagonism 2%, Myeloid diff MLP inactive, NTR1 ag 1.7, KOR beta-arrestin-1 -2.9%, NOD1 inhibition -14%, GPR55 beta-arrestin -0.1%, NOD2 inhibition 7%, KOR beta-arrestin-2 -12%, T cell modulator inactive, T cell modulator vesicle-bound % 10, NTR1 ag cell count 20 µM 95 and Myeloid diff MLP GFP+ MAC1+ % 5.2.
CCC1S/C(=N/N=C/c2ccco2)NC1=O (configuration not stated) was read as GPR55 LPI antagonism -4%, Myeloid diff MLP inactive, NTR1 ag -0.3, KOR beta-arrestin-1 8.5%, NOD1 inhibition -3%, GPR55 beta-arrestin 0.2%, NOD2 inhibition 14%, KOR beta-arrestin-2 1%, T cell modulator inactive, T cell modulator vesicle-bound % 3, NTR1 ag cell count 20 µM 58 and Myeloid diff MLP GFP+ MAC1+ % 0.4.
`COc1ccc(C(=O)NCC(=O)OCC(=O)Nc2c(C)n(C)n(-c3ccccc3)c2=O)cc1` gave GPR55 LPI antagonism 2%, Myeloid diff MLP inactive, NTR1 ag 0.1, KOR beta-arrestin-1 -4.1%, NOD1 inhibition -13%, GPR55 beta-arrestin 0.2%, NOD2 inhibition 0%, KOR beta-arrestin-2 -3%, T cell modulator inactive, T cell modulator vesicle-bound % 32, NTR1 ag cell count 20 µM 86 and Myeloid diff MLP GFP+ MAC1+ % 2.4.
COc1cccc(Oc2c(C)oc3c(CN4CCCC4)c(O)ccc3c2=O)c1 was read as GPR55 LPI antagonism -4%, Myeloid diff MLP inactive, NTR1 ag 0.6, KOR beta-arrestin-1 2.2%, NOD1 inhibition -4%, GPR55 beta-arrestin -0.3%, NOD2 inhibition -21%, KOR beta-arrestin-2 9%, T cell modulator inactive, T cell modulator vesicle-bound % 40, NTR1 ag cell count 20 µM 73 and Myeloid diff MLP GFP+ MAC1+ % 2.3.
Screening O=C(Nc1ccnn1C1CCN(C(=O)c2c(F)cccc2F)CC1)C1CC1 returned GPR55 LPI antagonism 6%, Myeloid diff MLP inactive, NTR1 ag -0.8, KOR beta-arrestin-1 4.7%, NOD1 inhibition -40%, GPR55 beta-arrestin -0.1%, NOD2 inhibition 8%, KOR beta-arrestin-2 -19%, T cell modulator inactive, T cell modulator vesicle-bound % 65, NTR1 ag cell count 20 µM 56 and Myeloid diff MLP GFP+ MAC1+ % 0.3.
Screening CC(=O)CC(=O)Nc1ccc(C(N)=O)cc1 returned GPR55 LPI antagonism 4%, Myeloid diff MLP inactive, NTR1 ag 0.6, NOD1 inhibition -32%, GPR55 beta-arrestin 0.6%, NOD2 inhibition 9%, KOR beta-arrestin-2 -21%[20 µM], T cell modulator inactive, T cell modulator vesicle-bound % 58, NTR1 ag cell count 20 µM 64 and Myeloid diff MLP GFP+ MAC1+ % 0.5.
For COc1ccc(S(=O)(=O)NC(CC(=O)NCc2ccco2)C(C)C)cc1 (configuration not stated) the results were GPR55 LPI antagonism 11%, Myeloid diff MLP inactive, NTR1 ag 0.6, KOR beta-arrestin-1 -3.0%, NOD1 inhibition -22%, GPR55 beta-arrestin 1.1%, NOD2 inhibition 3%, KOR beta-arrestin-2 -21%, T cell modulator inactive, T cell modulator vesicle-bound % 46, NTR1 ag cell count 20 µM 53 and Myeloid diff MLP GFP+ MAC1+ % 1.0.
`Cc1ccc2[nH]c(=O)c(CN(c3cccc(C)c3C)S(=O)(=O)c3ccccc3)cc2c1` gave GPR55 LPI antagonism 7%, Myeloid diff MLP inactive, NTR1 ag 10, KOR beta-arrestin-1 3.1%, NOD1 inhibition 20%, GPR55 beta-arrestin -0.1%, NOD2 inhibition 33%, KOR beta-arrestin-2 -31%, T cell modulator inactive, T cell modulator vesicle-bound % 28, NTR1 ag cell count 20 µM 59 and Myeloid diff MLP GFP+ MAC1+ % 1.2.
`CCOc1ccccc1Nc1nnc(SCC(=O)NC(Cc2c[nH]c3ccccc23)C(=O)O)s1` (configuration not stated) gave GPR55 LPI antagonism -3%, Myeloid diff MLP inactive, NTR1 ag 0.0, KOR beta-arrestin-1 -3.1%, NOD1 inhibition -32%, GPR55 beta-arrestin -0.6%, NOD2 inhibition 5%, KOR beta-arrestin-2 6%, T cell modulator inactive, T cell modulator vesicle-bound % 16, NTR1 ag cell count 20 µM 51 and Myeloid diff MLP GFP+ MAC1+ % 0.2.
`C/C(=N\Nc1nnc2c3ccccc3n(C)c2n1)c1ccc(C)o1` gave GPR55 LPI antagonism 5%, Myeloid diff MLP inactive, NTR1 ag 3.2, KOR beta-arrestin-1 5.5%, NOD1 inhibition 4%, GPR55 beta-arrestin 1.1%, NOD2 inhibition -1%, KOR beta-arrestin-2 -16%, T cell modulator inactive, T cell modulator vesicle-bound % 42, NTR1 ag cell count 20 µM 80 and Myeloid diff MLP GFP+ MAC1+ % 0.2.
For CCCCCc1ccc(OCCOCCn2c[n+](C)c3ccccc32)c(CCCCC)c1 the results were GPR55 LPI antagonism -7%, Myeloid diff MLP inactive, KOR beta-arrestin-1 6.6%, NOD1 inhibition 40%, GPR55 beta-arrestin 0.2%, NOD2 inhibition 26%, KOR beta-arrestin-2 -71% and Myeloid diff MLP GFP+ MAC1+ % 0.1.
Screening NS(=O)(=O)c1ccc(NC(=O)c2ccc(S(=O)(=O)N3CCc4ccccc43)cc2)cc1 returned GPR55 LPI antagonism 12%, Myeloid diff MLP inactive, NTR1 ag 2.3, KOR beta-arrestin-1 1.8%, NOD1 inhibition -27%, GPR55 beta-arrestin 0.1%, NOD2 inhibition 8%, KOR beta-arrestin-2 -6%, T cell modulator inactive, T cell modulator vesicle-bound % 10, NTR1 ag cell count 20 µM 86 and Myeloid diff MLP GFP+ MAC1+ % 0.2.
CCCOc1ccc(C2(C(=O)O)CCCC2)cc1 was read as GPR55 LPI antagonism 7%, Myeloid diff MLP inactive, NTR1 ag -0.5, KOR beta-arrestin-1 -3.2%, NOD1 inhibition -4%, GPR55 beta-arrestin 0.6%, NOD2 inhibition -9%, KOR beta-arrestin-2 8%, T cell modulator inactive, T cell modulator vesicle-bound % 30, NTR1 ag cell count 20 µM 72 and Myeloid diff MLP GFP+ MAC1+ % 1.3.
`COc1ccc(C)cc1NC(=O)C1CCCN1C(=O)OCc1ccccc1` (configuration not stated) gave GPR55 LPI antagonism 4%, Myeloid diff MLP inactive, NTR1 ag -1.6, KOR beta-arrestin-1 -5.0%, NOD1 inhibition -14%, GPR55 beta-arrestin -0.1%, NOD2 inhibition 3%, KOR beta-arrestin-2 23%, T cell modulator inactive, T cell modulator vesicle-bound % 38, NTR1 ag cell count 20 µM 51 and Myeloid diff MLP GFP+ MAC1+ % 0.9.
For Cc1ccccc1NC(=S)N(CCN1CCCCC1)Cc1ccco1 the results were GPR55 LPI antagonism 6%, Myeloid diff MLP inactive, NTR1 ag 0.5, KOR beta-arrestin-1 6.6%, NOD1 inhibition -23%, GPR55 beta-arrestin 1.0%, NOD2 inhibition 8%, KOR beta-arrestin-2 -29%, T cell modulator inactive, T cell modulator vesicle-bound % 45, NTR1 ag cell count 20 µM 59 and Myeloid diff MLP GFP+ MAC1+ % 0.7.
`Cc1ccc(-c2nc3ccccc3c(=O)n2NC(=O)c2cccs2)cc1` gave GPR55 LPI antagonism -5%, Myeloid diff MLP inactive, NTR1 ag 0.1, KOR beta-arrestin-1 9.7%, NOD1 inhibition 27%, GPR55 beta-arrestin 0.5%, NOD2 inhibition 5%, KOR beta-arrestin-2 -29%, T cell modulator inactive, T cell modulator vesicle-bound % 52, NTR1 ag cell count 20 µM 64 and Myeloid diff MLP GFP+ MAC1+ % 0.3.
For O=C(NC1CC1)C1CCN(C(=O)c2ccccc2Cl)CC1 the results were GPR55 LPI antagonism -3%, Myeloid diff MLP inactive, NTR1 ag -0.3, KOR beta-arrestin-1 0.0%, NOD1 inhibition -27%, GPR55 beta-arrestin 0.6%, NOD2 inhibition 10%, KOR beta-arrestin-2 23%, T cell modulator inactive, T cell modulator vesicle-bound % 45, NTR1 ag cell count 20 µM 52 and Myeloid diff MLP GFP+ MAC1+ % 0.5.
`CCN1CCN(c2cc(N3CCc4ccccc4C3)c(F)cc2[N+](=O)[O-])CC1` gave GPR55 LPI antagonism 31%, Myeloid diff MLP inactive, NTR1 ag 6.3, KOR beta-arrestin-1 8.5%, NOD1 inhibition -20%, GPR55 beta-arrestin 0.5%, NOD2 inhibition 6%, KOR beta-arrestin-2 -15%, T cell modulator inactive, T cell modulator vesicle-bound % 39, NTR1 ag cell count 20 µM 62 and Myeloid diff MLP GFP+ MAC1+ % 0.9.

As a working copy, 2 of the compounds above:
`Cc1ccc2[nH]c(=O)c(CN(c3cccc(C)c3C)S(=O)(=O)c3ccccc3)cc2c1` gave GPR55 LPI antagonism 7%, Myeloid diff MLP inactive, NTR1 ag 10, KOR beta-arrestin-1 3.1%, NOD1 inhibition 20%, GPR55 beta-arrestin -0.1%, NOD2 inhibition 33%, KOR beta-arrestin-2 -31%, T cell modulator inactive, T cell modulator vesicle-bound % 28, NTR1 ag cell count 20 µM 59 and Myeloid diff MLP GFP+ MAC1+ % 1.2.
`CCOc1ccccc1Nc1nnc(SCC(=O)NC(Cc2c[nH]c3ccccc23)C(=O)O)s1` (configuration not stated) gave GPR55 LPI antagonism -3%, Myeloid diff MLP inactive, NTR1 ag 0.0, KOR beta-arrestin-1 -3.1%, NOD1 inhibition -32%, GPR55 beta-arrestin -0.6%, NOD2 inhibition 5%, KOR beta-arrestin-2 6%, T cell modulator inactive, T cell modulator vesicle-bound % 16, NTR1 ag cell count 20 µM 51 and Myeloid diff MLP GFP+ MAC1+ % 0.2.
